Hsp70 displacement – small molecules displacing fluorescent ligand from Hsp70 – biochemical, fluorescence polarization, primary screen (AID 583). displacement, % at 20 µM, or IC50 in µM where a hit was titrated. 140,000 compounds, 0.06% hits. Hsp70 fluorescence polarization probe displacement, mP; higher % means a stronger effect; in the data active means displacement above about 50%;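 further: plate controls were vehicle for no effect and reference ligand for full effect; a part of the inactive calls stands beside numbers as strong as those of hits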
MKP-3 inhibition – MKP-3 phosphatase inhibitors, primary screen, biochemical, rat enzyme, in vitro (AID 425); recombinant MKP-3 phosphatase activity, fluorescence; higher % means a stronger effect; inhibition, % at 20 µM; hits with a dose series show IC50 in µM; 110,000 compounds, 0.17% hits; in the data active means inhibition above about 50%;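 further: plate controls were vehicle for no effect and reference inhibitor for full effect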
Active calls of the source: *; / = no result given; & = joins results of further samples. Only part of the results is shown, so the mix of outcomes need not match the whole.

mol	Hsp70 displacement	MKP-3 inhibition
O=C(Nc1ccccc1C(=O)Nc1ccc(O)cc1)c1ccccc1	-2.9%	5%
COc1ccc2c(c1)-c1c(ssc1=S)C(C)(C)N2	0.1%	/
C=CCn1c(CSc2nc3ccccc3s2)n[nH]c1=S	-2.5%&3.1%	2%
Cc1nc2ccc(NC(=O)N3CCCCC3)cc2nc1C	1.8%	/
COc1cc(-c2nc3n(n2)C(c2ccncc2)C(C(N)=O)=C(C)N3)cc(OC)c1OC (stereo not given)	-1.8%	-4%
O=C1/C(=C\c2ccc3c(c2)OCO3)SC(=S)N1CCc1ccccc1	-2.0%	0%
O=C(Nc1ccccc1C(F)(F)F)C1CC(=O)N(c2ccccc2F)C1 (stereo not given)	3.3%	-8%
COc1ccc(OC(C)C(=O)N2CCN(c3ccccn3)CC2)cc1 (stereo not given)	3.2%	-3%
Cc1cccc(Cn2c(=O)n(Cc3ccco3)c(=O)c3ccccc32)c1	8.8%	-2%
COc1cc(/C=N/N(C)c2ccccc2)cc(Cl)c1O	-0.2%	/
CC(C)(CN1CCOCC1)NS(=O)(=O)c1ccc(Cl)cc1	1.4%	-2%
C=CCNC(=O)CN(c1ccc(C)cc1)S(=O)(=O)c1ccc(OCC)cc1	-5.3%	-2%

(further entries)
mol	Hsp70 displacement	MKP-3 inhibition
Cc1[nH]nc2c1C(=O)CC(C)(C)C2	7.6%	1%
COc1ccc(NC2=C(Cl)C(=O)N(c3ccc(C)cc3C)C2=O)cc1	0.3%	-2%
Cc1sc(NC(=O)c2sc3ccccc3c2Cl)c(C(N)=O)c1C	-2.7%	4%
CCOC(=O)N1CCN(C(=O)CN2C(=O)c3ccccc3C2=O)CC1	1.2%	-3%
Cc1cc(C)n(C(CC(=O)N2CCc3ccccc3C2)C(=O)O)n1 (stereo not given)	-2.0%	-6%
CCOC(=O)c1c(C)c(C(=O)NCCN2CCOCC2)c(C)n1C	-4.3%	2%
O=C(NC(=S)Nc1cc(Cl)ccc1Cl)c1ccco1	1.6%	0%
COc1ccc(-c2nc(CSCC(=O)NCC3CCCO3)c(C)o2)cc1OC (stereo not given)	1.2%	6%
C=CCc1ccccc1OCCOc1ccc(Cl)cc1/C=C1/SC(=S)N(C)C1=O	-0.1%	0%
O=C1OC(NC(=O)c2ccccc2)C(n2cc(CO)nn2)=C1Cl (stereo not given)	-2.8%	-9%
O=C(O)CSc1nnc(-c2ccc(Cl)cc2Cl)n1-c1ccc(Cl)cc1	0.7%	5%
Cc1ccc(Cl)cc1N1CCN(C(=O)CN(C2CCCCC2)S(C)(=O)=O)CC1	-0.7%	/

An excerpt from above in order of molar mass, lowest first.
mol	Hsp70 displacement	MKP-3 inhibition
O=C(NC(=S)Nc1cc(Cl)ccc1Cl)c1ccco1	1.6%	0%
CCOC(=O)c1c(C)c(C(=O)NCCN2CCOCC2)c(C)n1C	-4.3%	2%
COc1ccc(-c2nc(CSCC(=O)NCC3CCCO3)c(C)o2)cc1OC (stereo not given)	1.2%	6%

The list goes on.
mol	Hsp70 displacement	MKP-3 inhibition
Cc1ccc(Cn2c(SCC(C)C)nc3c2c(=O)n(C)c(=O)n3C)cc1	1.6%	-9%
CCCn1c(SCC(=O)NCCc2ccccc2)nnc1-c1ccccn1	1.9%	-10%
O=C(NCCO)C1CCN(S(=O)(=O)c2ccc(F)cc2)CC1	-2.1%	-3%
CC1CCCCC1NC(=O)C1CCN(C(=O)c2sccc2-n2cccc2)CC1 (stereo not given)	-4.3%	-6%
C=CCn1cnc2scc(-c3ccccc3)c2c1=O	5.3%	-4%
CCOCCCNS(=O)(=O)c1ccc2c(c1)oc(=O)n2CC(=O)OCC	-7.9%	-3%
O=C(Nc1nccs1)c1ccc(Br)o1	4.5%	-4%
CC1CCC/C(=C\Nc2ccc(O)cc2)C1=O (stereo not given)	7.3%	-11%
CCOc1cc(/C=c2\sc3n(c2=O)C(c2cccc(OC)c2)C(C(=O)Nc2ccccc2)=C(C)N=3)ccc1O (stereo not given)	-7.9%	1%
COc1cccc(-c2nc(CS(=O)(=O)CC(=O)NCCC(C)C)c(C)o2)c1	1.8%	2%
Cc1cc(NCc2cccnc2)nc2ccccc12	1.3%	0%
Cc1ccc(Cc2cnc(NC(=O)c3cccs3)s2)cc1	-2.9%	/

Following part.
mol	Hsp70 displacement	MKP-3 inhibition
Cc1ccc(S(=O)(=O)N2CCN(C(=O)CC3CCCC3)CC2)cc1	0.3%	2%
CCOC(=O)C1=C(c2ccccc2)N(C)C(=O)NC1c1ccc(OC(F)F)c(OC)c1 (stereo not given)	-2.3%	-8%
CC1(C)CC(=O)CC(C)(C)N1OC(=O)c1ccccn1	-0.1%	-13%
Cc1ccccc1OCCOc1cccc(/C=N/n2cnnc2)c1	2.9%	3%
COCCCNC(=O)c1c(N)n(/N=C/c2cccnc2)c2nc3ccccc3nc12	-2.3%	2%
NC(=O)c1oc2ccccc2c1NC(=O)c1ccco1	3.1%	-8%
CCn1c(C)nc2c(Br)c(O)ccc21	-6.2%	3%
Cc1cc(C(=O)NNC(=S)NCc2ccco2)n(C)n1	3.6%	/
O=C(O)COc1ccc(/C=N/NC(=O)C(O)(c2ccccc2)c2ccccc2)cc1	-0.5%	2%
CCOC(=O)c1c(C)c(C(=O)Nc2ccc3c(c2)OCCO3)c(C)n1C	0.3%	-7%
COc1cc(C)nc(NC(=O)COc2ccc(Cl)cc2C)n1	-5.6%	-9%
CC(C)=CC(=O)OCC(=O)NC(=O)NC(C)(C)C	1.4%	0%

The listing continues:
mol	Hsp70 displacement	MKP-3 inhibition
CCOC(=O)C1=C(O)/C(=C/c2ccc(Br)cc2)SC1=Nc1ccccc1	-1.1%	1%
CCOc1ccc(N2C(=O)CC(Sc3nc4ccc(OCC)cc4s3)C2=O)cc1 (stereo not given)	-4.0%	5%
COc1ccccc1C1SCCN1S(C)(=O)=O (stereo not given)	-2.2%	-1%
O=C1N=c2ccc([N+](=O)[O-])cc2=C1c1sc(NS(=O)(=O)c2ccccc2)nc1O	4.6%	0%
CCCCNc1cc(C)nc(NCc2ccccc2)n1	-0.8%	3%
COc1cc(CC(=O)N2CCc3ccccc32)cc(OC)c1OC	7.0%	-13%
Cc1cccc(-n2cnc3c(c2=O)c2nc4ccccc4nc2n3Cc2ccco2)c1	14%	-9%
COc1ccc(S(=O)(=O)Nc2ccccc2C(F)(F)F)cc1	-3.1%&2.1%	1%&-1%
C=CCc1ccccc1OCC(O)CN1CCN(c2ccc(OC)cc2)CC1 (stereo not given)	2.0%	-2%
Cc1sc2ncnc(SC(C)C#N)c2c1C (stereo not given)	6.1%	-10%
N#CCCN(C(=O)Nc1ccc(Cl)cc1)c1ccccc1	2.2%	-12%
COc1ccc(NC(=O)c2cc3n(n2)C(C(F)(F)F)CC(c2ccco2)N3)cc1 (stereo not given)	1.6%	1%

Continued, starting with the last three of the part before.
mol	Hsp70 displacement	MKP-3 inhibition
Cc1sc2ncnc(SC(C)C#N)c2c1C (stereo not given)	6.1%	-10%
N#CCCN(C(=O)Nc1ccc(Cl)cc1)c1ccccc1	2.2%	-12%
COc1ccc(NC(=O)c2cc3n(n2)C(C(F)(F)F)CC(c2ccco2)N3)cc1 (stereo not given)	1.6%	1%
Cc1ccc(S(=O)(=O)Nc2ccc3c(c2)nc2n3CCN(Cc3ccccc3)C2)cc1	-12%	0%
O=C(c1ccccc1)c1ccc(OC(=O)N2CCOCC2)cc1	-1.0%	-17%
CC(C)c1ccccc1NC(=O)c1sc2ccccc2c1Cl	-1.8%	0%
Cc1onc(-c2c(Cl)cccc2Cl)c1C(=O)NCCc1ccc(S(N)(=O)=O)cc1	-0.6%	/
COc1ccc(/C=C(\C#N)C(=O)O)cc1	-0.9%	-3%
O=C(NNC1=C(C(=O)C(F)(F)F)CCC1)c1cccc(Cl)c1	-2.4%&-1.8%	2%
CCCC1=C(C(=O)OCC)C(c2ccccc2Cl)NC(=O)N1 (stereo not given)	2.7%	0%
COc1ccc2c(=O)c(-c3cnn(-c4ccccc4)c3)c(C)oc2c1	2.7%	/
CCCn1c2c(c(O)c(C(=O)Nc3nccs3)c1=O)CCCC2	-1.3%	-5%
CCN1CCN(C(=S)Nc2ccc(Cl)cc2)CC1	-3.4%	/
COc1ccc2c(c1OC)C(=O)OC2C1c2c(cc3c(c2OC)OCO3)CCN1C (stereo not given)	6.8%&2.7%	-2%&2%
Cc1c(NC(=O)CSc2nnc(-c3cccc(F)c3)n2-c2ccccc2)c(=O)n(-c2ccccc2)n1C	0.9%	4%

In the list so far, four have a COOH group.
mol	Hsp70 displacement	MKP-3 inhibition
Cc1cc(C)n(C(CC(=O)N2CCc3ccccc3C2)C(=O)O)n1 (stereo not given)	-2.0%	-6%
O=C(O)CSc1nnc(-c2ccc(Cl)cc2Cl)n1-c1ccc(Cl)cc1	0.7%	5%
O=C(O)COc1ccc(/C=N/NC(=O)C(O)(c2ccccc2)c2ccccc2)cc1	-0.5%	2%
COc1ccc(/C=C(\C#N)C(=O)O)cc1	-0.9%	-3%

Next part:
mol	Hsp70 displacement	MKP-3 inhibition
O=C(NCCCn1ccnc1)c1cnn2c1NC(c1ccccc1)CC2C(F)(F)F (stereo not given)	4.6%	-7%
CC(=O)Cn1c(N2CCC(Cc3ccccc3)CC2)nc2c1c(=O)[nH]c(=O)n2C	3.8%	-3%
CCc1ccc(C(=O)CSc2n[nH]c(-c3ccncc3)n2)cc1	0.7%	/
Cc1[nH]c2ccccc2c1SCC(=O)O	-2.4%&-3.6%	0%
CCC(Oc1ccccc1)C(=O)Nc1ccccn1 (stereo not given)	-3.2%	-5%
COc1ccc(/C(C)=N/N=C2/NC(=O)C(CC(=O)Nc3cc(Cl)ccc3Cl)S2)cc1 (stereo not given)	1.4%	-2%
Cc1n[nH]c(C)c1Sc1ccccc1N=Cc1c2ccccc2cc2ccccc12	14%	1%
O=C1OCCC1Sc1nnc(-c2ccccc2)o1 (stereo not given)	-5.7%	-10%
CCOc1ccc(C2CC(c3ccc(CC)cc3)n3nc(N)nc3N2)cc1 (stereo not given)	2.2%	-5%
Cc1ccc(NC2=NC(=S)N(CC#N)C23CCCCC3)cc1	-3.6%	/
Cc1ccc2c(c1)NC(c1cccc(O)c1)C1=C(CC(C)(C)CC1=O)N2 (stereo not given)	-0.4%	1%
O=C(CCCC(=O)OCC(F)(F)C(F)F)Nc1ccc(I)cc1	-4.5%	-1%

(further entries)
mol	Hsp70 displacement	MKP-3 inhibition
COc1ccc(C)cc1S(=O)(=O)NCCC1=CCCCC1	6.1%	/
COc1ccc(N2C(=O)CC(N3CCN(c4ccc(C(=O)c5cccnc5)cc4)CC3)C2=O)cc1 (stereo not given)	-1.0%	/
CCN(CC(=O)Nc1ccc2c(c1)OC(F)(F)O2)Cc1nc2ccccc2c(=O)[nH]1	-1.6%	/
O=C(NCC(O)c1ccccc1)c1ccc(CSc2ccc(Cl)cc2)cc1 (stereo not given)	-2.2%	4%
CC1=C(C(=O)Nc2ccccc2)C(c2ccccc2)n2c(s/c(=C/c3ccc(F)cc3)c2=O)=N1 (stereo not given)	-8.2%	6%
CCOc1ccc(NC(=O)CN(C)S(=O)(=O)c2cccs2)cc1	-3.7%	2%
O=c1c2c(nc3c(-c4cccc(Br)c4)c[nH]n13)CCCC2	-7.4%	-1%
CCOC(=O)N1CCOCCOCCN(C(=O)OCC)CCOCC1	5.3%	-13%
COc1ccc(C(=O)Nc2c(C)ccc3nsnc23)cc1OC	4.9%	-1%
CCCCCn1c(CCNC(=O)c2cccs2)nc2ccccc21	-0.3%	/
CC(c1ccccc1)c1nnc(NC(=O)Nc2ccc(Cl)cc2)s1 (stereo not given)	4.3%	0%
CCOCCCN1CN(S(=O)(=O)c2ccc(Cl)cc2)c2nc3ccccc3nc21	-5.5%	/

The closing two records of the section above are carried over, then new ones follow.
mol	Hsp70 displacement	MKP-3 inhibition
CC(c1ccccc1)c1nnc(NC(=O)Nc2ccc(Cl)cc2)s1 (stereo not given)	4.3%	0%
CCOCCCN1CN(S(=O)(=O)c2ccc(Cl)cc2)c2nc3ccccc3nc21	-5.5%	/
CCCN(Cc1cc2cc(C)ccc2[nH]c1=O)C(=O)c1cccc(OC)c1	-2.4%	1%
O=C(CSc1nc2ccc(N3C(=O)c4ccccc4C3=O)cc2s1)NCc1ccco1	0.5%	2%
O=C(Nc1cc([N+](=O)[O-])ccc1C(=O)N1CCC(Cc2ccccc2)CC1)c1cccs1	5.7%	0%
C=COCCNC(=O)C(=O)Nc1ccccc1OCC	-0.5%	0%
CCCCN(Cc1ccccc1)S(=O)(=O)c1cc(Br)cc2c1N(C(C)=O)C(C)C2 (stereo not given)	3.8%	/
Cc1ccc(C(=O)Nc2cc(C)on2)cc1	-1.6%	0%
N#Cc1c(NCc2ccccc2)ccnc1SCc1ccccc1	1.4%	3%
CCCOc1ccc(C(=O)Nc2cc(-c3nn4c(C)nnc4s3)ccc2C)cc1	-3.2%	-8%
C/C(O)=C/c1nc2ccccc2nc1/C=C(/C)O	20%	2%
CCc1nnc(NC(=O)c2ccc(N3C(=O)CCC3=O)cc2)s1	1.5%	5%
CC(C(=O)Nc1ccc(N2CCOCC2)cc1)N1C(=O)c2ccccc2C1=O (stereo not given)	3.6%	7%
Cc1cc(NC(=O)CN2CCN(c3ccccc3F)CC2)nc2c1c(=O)oc1ccccc12	1.7%	-5%

(cont.)
mol	Hsp70 displacement	MKP-3 inhibition
N=C1C=CC=C2C1=NC1(CCCCC1)N2O	11%	-5%
O=C(NCCc1ccc(Cl)cc1)C1CCCN(S(=O)(=O)c2cnc[nH]2)C1 (stereo not given)	2.2%	-10%
CCCCn1cnc2cc(NCc3cccc(OC)c3O)ccc21	2.3%	2%
O=C(Cc1cccs1)Nc1cccc(C(F)(F)F)c1	2.0%	0%

Bioassay records as filed in PubChem BioAssay.
